CXXC DNA block: qHTS Fluorescence Polarization Assay for Inhibitors of MLL CXXC domain - DNA interaction; MLL-CXXC / FITC-HOXA9 DNA fluorescence polarization; Potency, µM (series often up to 115 µM), without a hit: top-dose activity change, negative = inhibition, most hits filed as inhibitors; actives 0.037% (n = 290,000); AID 2662, 2010
Target sequence (Q03164 whole entry, looked up, the tested form may be a part): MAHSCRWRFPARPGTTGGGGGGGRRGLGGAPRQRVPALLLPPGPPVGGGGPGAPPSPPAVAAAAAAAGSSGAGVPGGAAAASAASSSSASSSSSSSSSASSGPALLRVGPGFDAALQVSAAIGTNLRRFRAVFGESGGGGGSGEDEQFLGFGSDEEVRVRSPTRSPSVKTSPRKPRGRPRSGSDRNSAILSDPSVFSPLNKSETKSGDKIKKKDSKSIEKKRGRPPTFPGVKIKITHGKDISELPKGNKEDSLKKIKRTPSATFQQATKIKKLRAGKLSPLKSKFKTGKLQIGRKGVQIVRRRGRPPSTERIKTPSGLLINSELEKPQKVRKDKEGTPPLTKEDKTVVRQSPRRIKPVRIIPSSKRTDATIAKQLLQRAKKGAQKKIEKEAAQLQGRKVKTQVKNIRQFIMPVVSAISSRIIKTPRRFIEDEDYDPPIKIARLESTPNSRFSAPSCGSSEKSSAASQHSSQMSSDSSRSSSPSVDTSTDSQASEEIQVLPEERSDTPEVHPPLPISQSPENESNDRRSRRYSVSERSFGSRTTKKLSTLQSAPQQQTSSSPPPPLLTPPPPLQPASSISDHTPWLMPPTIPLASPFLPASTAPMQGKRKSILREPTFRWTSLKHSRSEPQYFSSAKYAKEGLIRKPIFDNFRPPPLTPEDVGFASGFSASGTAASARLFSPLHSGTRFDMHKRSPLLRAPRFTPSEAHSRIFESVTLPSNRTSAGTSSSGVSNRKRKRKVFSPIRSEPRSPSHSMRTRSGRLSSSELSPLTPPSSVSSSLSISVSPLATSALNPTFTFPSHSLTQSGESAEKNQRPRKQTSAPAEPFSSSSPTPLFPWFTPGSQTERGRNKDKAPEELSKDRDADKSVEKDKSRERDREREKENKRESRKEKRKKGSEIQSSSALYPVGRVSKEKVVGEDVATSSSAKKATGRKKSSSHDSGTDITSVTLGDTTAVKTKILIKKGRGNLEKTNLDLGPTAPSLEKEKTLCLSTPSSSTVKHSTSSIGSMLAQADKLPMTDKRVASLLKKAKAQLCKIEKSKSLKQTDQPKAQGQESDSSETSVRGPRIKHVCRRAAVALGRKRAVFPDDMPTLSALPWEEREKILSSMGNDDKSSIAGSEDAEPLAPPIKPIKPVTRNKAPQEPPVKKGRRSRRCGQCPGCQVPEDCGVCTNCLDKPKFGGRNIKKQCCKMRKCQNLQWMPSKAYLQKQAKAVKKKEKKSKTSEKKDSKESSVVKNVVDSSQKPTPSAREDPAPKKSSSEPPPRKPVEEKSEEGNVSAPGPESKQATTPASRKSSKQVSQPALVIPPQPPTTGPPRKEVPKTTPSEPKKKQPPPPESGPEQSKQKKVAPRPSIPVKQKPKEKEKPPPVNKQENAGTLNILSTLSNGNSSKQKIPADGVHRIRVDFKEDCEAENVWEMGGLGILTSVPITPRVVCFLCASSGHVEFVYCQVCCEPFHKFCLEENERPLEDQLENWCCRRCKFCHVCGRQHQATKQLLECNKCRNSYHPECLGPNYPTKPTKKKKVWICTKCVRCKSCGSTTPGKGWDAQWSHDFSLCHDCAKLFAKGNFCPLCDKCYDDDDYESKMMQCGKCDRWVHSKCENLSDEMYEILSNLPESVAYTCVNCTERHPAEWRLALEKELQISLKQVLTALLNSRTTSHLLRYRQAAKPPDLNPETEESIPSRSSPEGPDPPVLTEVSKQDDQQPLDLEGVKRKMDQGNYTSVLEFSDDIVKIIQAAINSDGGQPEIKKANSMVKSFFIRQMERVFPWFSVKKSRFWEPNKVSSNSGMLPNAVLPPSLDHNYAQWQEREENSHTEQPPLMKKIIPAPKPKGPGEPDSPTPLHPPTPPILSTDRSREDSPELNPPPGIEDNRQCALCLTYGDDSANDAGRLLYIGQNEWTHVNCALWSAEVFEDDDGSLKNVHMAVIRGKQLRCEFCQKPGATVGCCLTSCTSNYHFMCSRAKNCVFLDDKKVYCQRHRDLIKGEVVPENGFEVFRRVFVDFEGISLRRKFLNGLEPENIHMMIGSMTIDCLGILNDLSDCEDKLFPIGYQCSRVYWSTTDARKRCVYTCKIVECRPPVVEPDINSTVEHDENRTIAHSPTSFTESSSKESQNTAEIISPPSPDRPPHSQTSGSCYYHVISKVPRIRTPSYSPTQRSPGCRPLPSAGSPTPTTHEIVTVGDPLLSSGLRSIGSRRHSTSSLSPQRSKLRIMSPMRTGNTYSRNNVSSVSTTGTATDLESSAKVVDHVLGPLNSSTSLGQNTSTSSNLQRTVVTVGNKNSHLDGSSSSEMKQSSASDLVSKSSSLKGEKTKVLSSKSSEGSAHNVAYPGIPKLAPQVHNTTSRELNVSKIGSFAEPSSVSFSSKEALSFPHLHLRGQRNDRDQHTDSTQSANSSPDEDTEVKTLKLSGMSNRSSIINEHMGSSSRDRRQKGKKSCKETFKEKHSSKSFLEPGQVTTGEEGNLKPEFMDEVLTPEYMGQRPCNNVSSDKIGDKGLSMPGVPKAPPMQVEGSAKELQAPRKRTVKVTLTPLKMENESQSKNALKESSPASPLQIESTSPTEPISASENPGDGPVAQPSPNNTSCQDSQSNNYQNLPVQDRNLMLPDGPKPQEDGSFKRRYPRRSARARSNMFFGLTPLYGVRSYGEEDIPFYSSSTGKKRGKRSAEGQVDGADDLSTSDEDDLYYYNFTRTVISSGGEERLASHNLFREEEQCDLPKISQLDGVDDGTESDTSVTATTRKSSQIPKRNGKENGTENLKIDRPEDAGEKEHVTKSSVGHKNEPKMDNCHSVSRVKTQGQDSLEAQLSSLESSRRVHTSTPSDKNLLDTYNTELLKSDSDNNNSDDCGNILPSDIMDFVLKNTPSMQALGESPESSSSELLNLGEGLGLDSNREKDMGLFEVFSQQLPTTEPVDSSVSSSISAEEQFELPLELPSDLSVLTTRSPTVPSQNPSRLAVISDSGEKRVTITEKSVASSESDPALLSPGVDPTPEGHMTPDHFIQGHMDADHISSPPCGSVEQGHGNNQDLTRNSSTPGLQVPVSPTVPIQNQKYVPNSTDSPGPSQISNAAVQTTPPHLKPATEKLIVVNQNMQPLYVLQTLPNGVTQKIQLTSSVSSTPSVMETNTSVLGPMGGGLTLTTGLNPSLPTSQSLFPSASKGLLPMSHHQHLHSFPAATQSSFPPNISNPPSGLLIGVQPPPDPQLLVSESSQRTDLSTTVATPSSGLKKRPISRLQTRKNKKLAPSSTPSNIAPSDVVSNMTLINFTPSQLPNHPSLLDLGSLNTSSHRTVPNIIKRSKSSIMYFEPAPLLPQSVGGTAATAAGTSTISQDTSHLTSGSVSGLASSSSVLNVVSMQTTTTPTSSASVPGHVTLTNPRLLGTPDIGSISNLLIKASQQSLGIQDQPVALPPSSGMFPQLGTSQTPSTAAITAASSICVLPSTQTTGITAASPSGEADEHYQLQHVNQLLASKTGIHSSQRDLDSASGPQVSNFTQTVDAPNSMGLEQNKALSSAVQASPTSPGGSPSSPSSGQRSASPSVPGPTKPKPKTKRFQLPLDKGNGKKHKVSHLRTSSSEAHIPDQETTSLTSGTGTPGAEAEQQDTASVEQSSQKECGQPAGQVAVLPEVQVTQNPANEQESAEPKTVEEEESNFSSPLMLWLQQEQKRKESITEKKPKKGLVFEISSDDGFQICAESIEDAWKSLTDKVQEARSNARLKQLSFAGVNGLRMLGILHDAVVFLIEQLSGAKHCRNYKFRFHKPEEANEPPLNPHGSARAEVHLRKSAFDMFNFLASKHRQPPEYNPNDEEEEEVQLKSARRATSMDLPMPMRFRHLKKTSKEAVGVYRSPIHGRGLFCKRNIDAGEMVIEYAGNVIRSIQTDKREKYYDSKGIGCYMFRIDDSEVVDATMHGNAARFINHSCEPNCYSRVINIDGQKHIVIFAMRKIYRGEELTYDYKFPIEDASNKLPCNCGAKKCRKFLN
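Fluorescence polarization: 7 uM MLL-CXXC (stock) preincubated 5 min with compounds, then 50 nM fluorescein-HOX-A9 DNA (stock) added; 30 min ambient. Buffer 50 mM Tris-HCl pH 7.5, 50 mM NaCl, 1 mM DTT, 0.05% BSA.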
Menin-MLL TR inh: qHTS Assay for Inhibitors Targeting the Menin-MLL Interaction in MLL Related Leukemias: Competition With Texas Red Labeled MLL-derived Mutant Peptide. Menin + Texas Red MLL mutant peptide, fluorescence polarization. Potency, µM (titrated, usually from 61.6 µM), for the others: top-dose FP activity change, negative = inhibition, most hits filed as inhibitors. actives 0.23% (n = 270,000); note: % of control where 0% means no effect; many of its hits are not listed in these tables
An asterisk follows results filed as active; u = inconclusive; & = joins results of further samples; [ ] = another dose, or the depositor's remark. Calls come from the whole dose curve; as a rule, active = well fitted inhibition curve with a large enough effect in the polarisation, with a control signal flat (not every such curve was filed as active); inconclusive = small, poorly fitted or top-dose-only effect, or effect the other way, or a change in a side signal; inactive = no such curve, though single readings can be large or run the other way; the % refers to the polarisation. Potency is the fitted concentration of half-maximal effect. This is a subset; the hit share may differ from the screen's.

SMILES	CXXC DNA block	Menin-MLL TR inh
CC(C)C[C@H](NC(=O)[C@@H](Cc1c[nH]c2ccccc12)NC(=O)[C@@H](Cc1ccc(O)cc1)NC(=O)[C@@H](CO)NC(=O)[C@@H](Cc1c[nH]c2ccccc12)NC(=O)C(Cc1cnc[nH]1)NC(=O)C1CCC(=O)N1)C(=O)N[C@@H](CCCN=C(N)N)C(=O)N1CCC[C@@H]1C(=O)NCC(N)=O (stereo partly drawn)	-9%	1%
CC(=O)Nc1ccc(/C=N/NC(N)=S)cc1	2%&-10%	-25%&-3%
NCC[C@H](O)C(=O)N[C@@H]1C[C@H](N)[C@@H](O[C@H]2O[C@H](CN)CC[C@H]2N)[C@H](O)[C@H]1O[C@H]1O[C@H](CO)[C@@H](O)[C@H](N)[C@H]1O	2%	-2%
COc1ccc(C(=O)/C(Br)=C/C(=O)O)cc1	-2%	-6%
C[C@@H](N)C(=O)O	-8%	12%
CCOC(=O)C(CS)NCCN[C@@H](CS)C(=O)OCC (stereo partly drawn)	1%	-2%
CCOc1ccc(S(=O)(=O)O)c2cccnc12	0%	-8%
CCOC(=O)O[C@@H](C)OC(=O)[C@@H]1N2C(=O)[C@@H](NC(=O)[C@@H](N)c3ccccc3)[C@H]2SC1(C)C	-7%[51.4 µM]	-7%[24.8 µM]
Cc1cc2nc3c(=O)[nH]c(=O)nc-3n(CC(O)C(O)C(O)COP(=O)(O)O)c2cc1C (stereo not drawn)	u	3%
C=C1c2c(Cl)ccc(O)c2C(O)=C2C(=O)[C@@]3(O)C(O)=C(C(N)=O)C(=O)[C@@H](N(C)C)[C@@H]3[C@@H](O)[C@H]12	12%[51.4 µM]	-9%[24.8 µM]
CCn1c(=O)c2[nH]c(-c3ccccc3)nc2n(CC)c1=O	1%	-1%
C=CCNC1=C2C[C@@H](C)C[C@H](OC)[C@H](O)[C@@H](C)/C=C(\C)[C@H](OC(N)=O)[C@@H](OC)/C=C\C=C(/C)C(=O)NC(=CC1=O)C2=O	-1%	-4%
COC(=O)Nc1nc2ccc(C(=O)c3ccccc3)cc2[nH]1	0%[51.4 µM]	28%
CNC[C@H](O)c1ccc(OC(=O)C(C)(C)C)c(OC(=O)C(C)(C)C)c1	10%[51.4 µM]	-13%[24.8 µM]
COc1cc2c(cc1OC)C(c1ccccc1)CN(C)CC2 (stereo not drawn)	-5%	0%
CCC(=O)OC1C(N(C)C)CC(C)O[C@H]1O[C@H]1[C@H](C)[C@@H](O[C@H]2CC(OC)[C@@H](O)C(C)O2)[C@H](C)C(=O)O[C@@H](CC)[C@](C)(O)[C@@H](O)[C@H](C)C(=O)[C@@H](C)C[C@]1(C)O (stereo partly drawn)	7%	-4%
C#C[C@@]1(O)CC[C@@H]2[C@H]3CCC4=C/C(=N\O)CC[C@H]4[C@@H]3CC[C@]21CC	10%	11%
Nc1nc(Cl)nc2c1ncn2[C@@H]1O[C@H](CO)[C@H](O)C1F (stereo partly drawn)	4%	-2%
CN(CCOc1ccc(C[C@H](Nc2ccccc2C(=O)c2ccccc2)C(=O)O)cc1)c1ccccn1	0%	5%
CCCCCCOc1ccccc1C(N)=O	10%	u
Cc1ccccc1	3%	3%
CC(C)(C)C(=O)C(Oc1ccc(Cl)cc1)n1ccnc1 (stereo not drawn)	-27%	-10%
NC(=O)CCC1NC(=O)C(Cc2ccccc2)NC(=O)C(Cc2ccc(O)cc2)NC(=O)CCSSCC(C(=O)N2CCCC2C(=O)NC(CCCN=C(N)N)C(=O)NCC(N)=O)NC(=O)C(CC(N)=O)NC1=O (stereo not drawn)	4%	-2%
C[C@@](Cc1ccccc1)(NC(=O)CN)c1ccccc1	-5%	-3%[24.8 µM]
CC(=O)Oc1cccc(C)c1	0%	-14%&6%

Given with values under each structure: part of the list above.
Value order: CXXC DNA block | Menin-MLL TR inh
NC(=O)CCC1NC(=O)C(Cc2ccccc2)NC(=O)C(Cc2ccc(O)cc2)NC(=O)CCSSCC(C(=O)N2CCCC2C(=O)NC(CCCN=C(N)N)C(=O)NCC(N)=O)NC(=O)C(CC(N)=O)NC1=O (stereo not drawn)
 : 4% | -2%
C[C@@](Cc1ccccc1)(NC(=O)CN)c1ccccc1
 : -5% | -3%[24.8 µM]
CC(=O)Oc1cccc(C)c1
 : 0% | -14%&6%

The results go on:
SMILES	CXXC DNA block	Menin-MLL TR inh
CCC(C(=O)C(C)C(O)C(C)CCc1ccc(C)c(O)c1C(=O)O)C1OC(CC)(C2CC[C@@](O)(CC)C(C)O2)CC1C (stereo partly drawn)	1%	-6%
CC1(C)S[C@@H]2[C@H](NC(=O)COc3ccccc3)C(=O)N2[C@H]1C(=O)O	10%	15%
OC[C@@H]1O[C@](CO)(O[C@H]2O[C@H](CO)[C@@H](O)[C@H](O)[C@H]2O)[C@H](O)[C@H]1O	-8%	-4%
CC(C)=CCC/C(C)=C/CC/C(C)=C/CC/C=C(\C)CC/C=C(\C)CCC=C(C)C	u	3%
C=CCN1C(=CCO)[C@H]2C[C@H]3[C@@H]1CC[C@@]31c3ccccc3N3C=C4[C@@H]5N(/C=C/2[C@H]31)c1ccccc1[C@]51CC[C@H]2[C@H]1C[C@@H]4/C(=C/CO)N2CC=C	8%[51.4 µM]	4%[24.8 µM]
CCCCN1CCCC[C@H]1C(=O)Nc1c(C)cccc1C	0%	-1%
N#Cc1c(N(CC(=O)O)CC(=O)O)sc(C(=O)O)c1CC(=O)O	9%	-6%
C[Se]CC[C@H](N)C(=O)O	-8%	-3%
CCCCCCNC(=O)n1cc(F)c(=O)[nH]c1=O	-2%	-13%
CCN(CC)CCNC(=O)COc1ccc(Cl)cc1	2%	-2%
C[C@]12C=CC(=O)N[C@@H]1CC[C@@H]1C2CC[C@]2(C)C(C(=O)Nc3cc(C(F)(F)F)ccc3C(F)(F)F)CC[C@@H]12 (stereo partly drawn)	0%	-3%
O=C(O)CO.[NH2-].[NH2-].[Pt+2]	4%	-1%
CCC(C)(C)C(=O)O[C@@H]1C[C@H](C)C=C2C=C[C@H](C)[C@@H](CC[C@H]3C[C@@H](O)CC(=O)O3)[C@H]21	-3%[51.4 µM]	1%[24.8 µM]
C[C@@H](Oc1ccc(Oc2cnc3ccc(Cl)cc3n2)cc1)C(=O)O	-24%	1%
C[N+]1(C)[C@@H]2CC(OC(=O)C(O)(c3cccs3)c3cccs3)C[C@H]1[C@@H]1O[C@@H]12 (stereo partly drawn)	1%	-1%
O=S(=O)(O)CC(S)CS (stereo not drawn)	11%	-7%
CC1=CCC(C(C)(C)O)CC1 (stereo not drawn)	3%	-13%
O=C(O)[C@@H](S)[C@H](S)C(=O)O	-11%	-4%
O=C(O)CN(CC(=O)O)Cc1cc2c(-c3ccccc3C(=O)O)c3cc(CN(CC(=O)O)CC(=O)O)c(=O)cc-3oc2cc1O	u	u
CCN[C@@H]1C[C@H](C)S(=O)(=O)c2sc(S(N)(=O)=O)cc21	3%	0%[24.8 µM]
CN(C)C(=S)SC(=S)N(C)C	-11%	-9%
NNc1nnc(NN)c2ccccc12	16%	-2%
NS(=O)(=O)c1cc2c(cc1Cl)N[C@@H](C(Cl)Cl)NS2(=O)=O	-11%[51.4 µM]	1%[24.8 µM]
O=C1O[C@@H]([C@@H](O)CO)[C@@H](O)[C@H]1O	-4%	-6%
CC1=C(/C=C/C(C)=C/C=C/C(C)=C/C(=O)Oc2c(C)c(C)c3c(c2C)CC[C@@](C)(CCC[C@H](C)CCC[C@H](C)CCCC(C)C)O3)C(C)(C)CCC1	-3%	0%

SMILES	CXXC DNA block	Menin-MLL TR inh
CC(C)C1CCC(C(=O)NC(Cc2ccccc2)C(=O)O)CC1 (stereo not drawn)	0%	-23%
COc1cc2c(cc1O)CCN[C@@]21CS[C@H]2c3c(OC(C)=O)c(C)c4c(c3C(COC1=O)N1C2C2c3c(cc(C)c(OC)c3O)CC([C@@H]1O)N2C)OCO4 (stereo partly drawn)	11%	-1%
CN[C@@H](CC(C)C)C(=O)N[C@@H]1C(=O)N[C@H](CC(N)=O)C(=O)N[C@@H]2C(=O)N[C@H]3C(=O)N[C@H](C(=O)N[C@H](C(=O)O)c4cc(O)cc(O)c4-c4cc3ccc4O)[C@H](O)c3ccc(c(Cl)c3)Oc3cc2cc(c3O[C@H]2O[C@@H](CO)[C@@H](O)[C@@H](O)[C@@H]2O[C@@H]2C[C@](C)(N)[C@H](O)[C@H](C)O2)Oc2ccc(cc2Cl)[C@@H]1O	-5%	-6%[24.8 µM]
CC(=O)NCCCS(=O)(=O)O	7%	5%
Cn1cnc2c(NC3CCCC3)ncnc21	-8%	-3%
N[C@@H](Cc1ccccc1)C(=O)O	1%	8%&3%
C[N+]1(CC2COC(c3ccccc3)(C3CCCCC3)O2)CCCCC1 (stereo not drawn)	3%	-20%
CC(C)(C)NC[C@H](O)CSc1nc(-c2ccc(C(N)=O)s2)cs1	1%	-5%
NCCNc1cccc2ccccc12	-5%	4%
COc1ccc2c(=O)c(C)c(-c3ccccc3)oc2c1CN(C)C	-9%	-2%
CC(=O)O[C@@H](C)C[N+](C)(C)C	-3%[51.4 µM]	1%[24.8 µM]
OC[C@H]1O[C@@](CO)(O[C@H]2O[C@H](CO)[C@@H](O)[C@H](O)[C@H]2O)[C@@H](O)[C@@H]1O	2%	0%
CC(=O)Nc1ccc(OC(=O)c2ccccc2O)cc1	9%	24%
O=C(O[C@H]1CN2CCC1CC2)N1CCc2ccccc2[C@@H]1c1ccccc1	-7%	-6%
CO/N=C1\CN(c2nc3c(cc2F)c(=O)c(C(=O)O)cn3C2CC2)CC1CN (stereo not drawn)	3%	2%
CC(C)c1ncc([N+](=O)[O-])n1C	-4%	-1%
CCCCC[C@H](O)/C=C\[C@@H]1[C@H](O)CC(=O)[C@@H]1CCCCCCC(=O)O	-8%[51.4 µM]	-8%[24.8 µM]
CC(=O)NCc1c(I)c(NC(C)=O)c(I)c(C(=O)O)c1I	1%	5%
CCOC(=O)O[C@]1(C(=O)COC(=O)CC)CC[C@@H]2[C@@H]3CCC4=CC(=O)C=C[C@@]4(C)[C@H]3[C@H](O)C[C@]21C	5%[51.4 µM]	-22%[24.8 µM]
N[C@@H](Cc1ccc(O)cc1)C(=O)O	4%	30%
O=C(Cc1ccc(Cl)c(Cl)c1)OCCN1CCCC1	-5%	3%
O=C1CSC2(CCN(CCCN3c4ccccc4Sc4ccc(Cl)cc43)CC2)N1	-4%	-3%
CC(=O)O[C@H]1C[C@@H]2CC[C@@H]3[C@H](CC[C@@]4(C)[C@H]3C[C@H]([N+]3(C)CCCCC3)[C@@H]4OC(C)=O)[C@@]2(C)C[C@@H]1N1CCCCC1	14%	-4%
C#CCN[C@@H]1CCc2ccccc21	-2%	-1%
O=C(NC[C@@H](O)CO)c1c(I)c(C(=O)NC[C@@H](O)CO)c(I)c(N(CCO)C(=O)CO)c1I	1%[51.4 µM]	-23%[24.8 µM]

SMILES	CXXC DNA block	Menin-MLL TR inh
CCC(=O)[C@@]1(C)[C@H](C)C[C@@H]2[C@@H]3CCC4=CC(=O)C=C[C@@]4(C)[C@H]3[C@H](O)C[C@]21C	-14%[51.4 µM]	-4%[24.8 µM]
Cc1c(-c2ccccc2)oc2c(C(=O)OCCN3CCCCC3)cccc2c1=O	6%[51.4 µM]	-14%[24.8 µM]
Cc1ncc([N+](=O)[O-])n1C[C@H](O)CCl	5%[51.4 µM]	5%[24.8 µM]
NCc1ccccc1CC(=O)N[C@@H]1C(=O)N2C(C(=O)O)=C(CSc3nnnn3CC(=O)O)CS[C@@H]12	-2%[51.4 µM]	2%[24.8 µM]
O=C1CCC(=O)N1CO	7%	-1%
CNC1C(O)C(OC2C(NC(=O)C(O)CN)CC(N)C(OC3OC(CN)C(O)C(O)C3O)C2O)OCC1(C)O (stereo not drawn)	-3%	-4%
COC(F)(F)C(Cl)Cl	2%	4%
O=C1Oc2ccccc2C(=O)C1C(CC(O)c1ccc(-c2ccc(Br)cc2)cc1)c1ccccc1 (stereo not drawn)	-15%	u
Cc1cccn2c(=O)c(-c3nnn[nH]3)cnc12	7%	-13%
NC(=O)c1cc[n+](CC2=C(C(=O)[O-])N3C(=O)[C@@H](NC(=O)Cc4cccs4)[C@@H]3SC2)cc1	-3%[51.4 µM]	11%[24.8 µM]
CCCC(=O)O[C@]1(C(=O)CO)CCC2[C@@H]3CCC4=CC(=O)CC[C@]4(C)C3C(O)C[C@]21C (stereo partly drawn)	-16%	10%
CCCCCCCCCCCC(=O)OCC(O)C1OCC(O)C1O (stereo not drawn)	7%	-12%
O=C(OC[C@@H]1O[C@@](O)(COC(=O)c2cccnc2)[C@H](OC(=O)c2cccnc2)[C@H]1OC(=O)c1cccnc1)c1cccnc1	0%	-4%
[O-][N+](=Nc1ccccc1)c1ccccc1	-7%	6%
CCN(CC)CCC(=O)N1c2ccccc2Sc2ccc(C(F)(F)F)cc21	4%	-4%
CC(=C(CCOP(=O)(O)O)SC(=O)c1ccccc1)N(C=O)Cc1cnc(C)nc1N	9%[51.4 µM]	-2%

Screening results deposited in PubChem by National Center for Advancing Translational Sciences (NCATS).
